# From PubChem
# LMP1 NFkB inh: Epstein-Barr LMP1 NF-kappaB reporter inhibition | LMP1-induced NF-kappaB luciferase reporter cells, luminescence | inhibition, % at 12.5 µM | 350,000 compounds, 0.69% hits | AID 504558; in the data active = inhibition above about 41%;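 note: 0% = neutral control wells and 100% = reference inhibitor control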
# TLR9-MyD88 inh: TLR9-MyD88 interaction inhibition; CHO BLA complementation TLR9-MyD88, CCF4 FRET ratio; inhibition, % at 4.98 µM; 340,000 compounds, 0.21% hits;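 active = inhibition above the mean over all tested compounds plus 3 SD, cut at about 21% in these data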;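 note: 0% = DMSO only wells and 100% = clavulanate BLA inhibitor control wells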
# TROY signal inh: blocks TROY-dependent signaling in reporter cells; Q293 LMP1-TROYcd NF-kB luciferase reporter, 4 h; inhibition, % at 10 µM; 360,000 compounds, 0.98% hits; AID 1347056;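 active = compounds whose plate-normalised and pattern-corrected inhibition of the luciferase reporter signal at the single screening dose is 50% or more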
# NOD2 RIPK2 PPI: blocks binding of human NOD2 to RIPK2; CHO BLA complementation NOD2-RIPK2, CCF4 ratio; inhibition, % at 4.98 µM; 360,000 compounds, 0.38% hits; AID 624267; in the data active = inhibition above about 21%;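 note: 0% = vehicle only and 100% = reference blocker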
# LRH-1 inv ag: suppresses constitutive activity of human LRH-1; O00482; HEK293T StAR-luciferase reporter, LRH-1 transfected, 24 h; inhibition, % at 3.6 µM; 360,000 compounds, 0.13% hits;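 active = inhibition above the mean inhibition of all tested compounds plus 3 SD, cut at about 73% in these data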;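 note: 0% = DMSO wells and 100% = reporter-only cells lacking LRH-1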
# Target sequence (O00482 whole entry, looked up): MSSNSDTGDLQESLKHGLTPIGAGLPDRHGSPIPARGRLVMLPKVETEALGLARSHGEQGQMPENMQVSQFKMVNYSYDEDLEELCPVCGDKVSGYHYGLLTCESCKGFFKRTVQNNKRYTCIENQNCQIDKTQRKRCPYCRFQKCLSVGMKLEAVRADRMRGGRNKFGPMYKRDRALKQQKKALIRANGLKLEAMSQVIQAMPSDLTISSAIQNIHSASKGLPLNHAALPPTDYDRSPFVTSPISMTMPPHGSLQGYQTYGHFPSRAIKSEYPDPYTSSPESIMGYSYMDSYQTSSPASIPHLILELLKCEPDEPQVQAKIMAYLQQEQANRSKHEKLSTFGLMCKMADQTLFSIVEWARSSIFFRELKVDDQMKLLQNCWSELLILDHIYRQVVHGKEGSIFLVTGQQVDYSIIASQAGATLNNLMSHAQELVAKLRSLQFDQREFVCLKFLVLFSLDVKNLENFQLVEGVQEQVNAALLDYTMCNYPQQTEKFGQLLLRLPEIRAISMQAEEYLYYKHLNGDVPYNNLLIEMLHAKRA
# SRC1 inh: human NCOA1 inhibition. HEK293 GAL4-SRC1 luciferase reporter, luminescence. inhibition, % at 3.6 µM. 360,000 compounds, 0.12% hits. AID 588354;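 active = inhibition above the campaign mean plus 3 SD, with each screening campaign given its own cutoff, cut at about 60% in these data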;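 note: 0% = DMSO treated cells and 100% = gossypol at 36 µM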
# C8 TRAIL sens: caspase-8 TRAIL sensitization | NB7+C8 cells + TRAIL, ATPlite viability luminescence | inhibition (viability loss, TRAIL sensitization), % at 10 µM | 360,000 compounds, 1% hits | AID 624354;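 active = compounds causing at least 50% loss of cell viability in the single-dose screen, relative to plate controls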
# NCOA3 inh: human NCOA3 inhibition; Q9Y6Q9; HEK293 GAL4-SRC3 luciferase reporter, luminescence; inhibition, % at 3.6 µM; 360,000 compounds, 0.17% hits; AID 588352;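 active = inhibition above a per-campaign cutoff, the mean of all compounds plus 3 SD, cut at about 60% in these data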;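 note: 0% = DMSO-treated cells and 100% = gossypol-treated cells at 36 µM; higher means less SRC3-driven luciferase light from the GAL4 reporter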
# SRC2 inh: human SRC2 (NCOA2) inhibition. Q15596. 370,000 compounds, 0.17% hits. HEK293 GAL4-SRC2 luciferase reporter, luminescence. inhibition, % at 9 µM;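 active = inhibition above the mean inhibition of all tested compounds plus 3 SD, set per campaign, cut at about 52% in these data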;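 note: 0% = DMSO treated cells and 100% = cells given Gossypol at 36 µM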
# TWEAK Fn14 block: TWEAK-Fn14 signaling inhibition; TWEAK-stimulated Fn14 reporter cells, luciferase luminescence, 8 h; inhibition, % at 10 µM; 360,000 compounds, 2% hits; in the data active = inhibition above about 50%
# NR2F2 inh: inhibitors of human COUP-TFII (NR2F2) | P24468 | HEK293T NGFI-A luciferase reporter, luminescence | inhibition, % at 8.6 µM | 370,000 compounds, 0.7% hits | AID 686940;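 active = inhibition above a per-plate cutoff, mean inhibition of test wells between control levels plus 3 SD, cut at about 38% in these data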;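 note: cells cotransfected with COUP-TFII expression vector driving the NGFI-A reporter; 0% = median of COUP-TF2 test wells and 100% = reporter-only cells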
# Target sequence (P24468 whole entry, looked up): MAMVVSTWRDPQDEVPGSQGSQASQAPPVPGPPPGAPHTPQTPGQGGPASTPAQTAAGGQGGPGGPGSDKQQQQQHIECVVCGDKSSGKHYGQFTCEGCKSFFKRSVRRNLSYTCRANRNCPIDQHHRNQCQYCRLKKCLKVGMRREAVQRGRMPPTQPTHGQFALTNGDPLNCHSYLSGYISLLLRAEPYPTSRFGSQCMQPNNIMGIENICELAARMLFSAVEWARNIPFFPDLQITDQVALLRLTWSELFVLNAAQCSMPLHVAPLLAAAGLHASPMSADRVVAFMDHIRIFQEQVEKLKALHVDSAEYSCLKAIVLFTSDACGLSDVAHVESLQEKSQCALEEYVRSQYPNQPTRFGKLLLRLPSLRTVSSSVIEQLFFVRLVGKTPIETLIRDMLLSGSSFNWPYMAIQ
# Starred values were filed as active, the others as inactive; nt = no result given. A portion of the library; count on the stated rates, not on these rows.
SMILES,LMP1 NFkB inh,TLR9-MyD88 inh,TROY signal inh,NOD2 RIPK2 PPI,LRH-1 inv ag,SRC1 inh,C8 TRAIL sens,NCOA3 inh,SRC2 inh,TWEAK Fn14 block,NR2F2 inh
COCCN1C(=O)N[C@@H](c2ccccc2)[C@@H](C(=O)OC)[C@H]1C,-0.1,1.4,34.8,5.7,2.6,-1.5,-5.7,-12.4,4.2,2.7,4.4
CC12CN3CC(C)(CN(C1)C3c1cc(Br)ccc1O)C2=O (centres undefined),0.6,-54.0,9.8,-0.8,-3.9,-7.9,-5.0,-9.9,-2.8,6.8,20.6
O=C(/C=C/c1ccc(-c2ccc(F)cc2)o1)N1CCCC1,-20.8,0.6,-27.4,-8.5,-122.3,-49.2,6.9,-56.3,-43.8,-28.1,-37.6
COc1ccccc1-c1cc(C(=O)N/N=C\c2cn(C)nc2C)c2ccccc2n1,-1.6,-12.9,8.6,-7.6,16.5,-5.6,19.0,3.8,-3.0,1.0,12.0
COc1ccc2c(c1OC)C(=O)OC2Nc1nc(-c2cccc([N+](=O)[O-])c2)cs1 (centres undefined),-9.1,4.1,-20.8,-11.3,-20.5,-51.4,-4.3,-4.9,0.8,-11.6,19.4
CCCN(CCO)C1CCN(CCc2ccccc2)CC1,-2.2,-2.7,11.9,6.7,-1.5,10.7,9.8,7.2,7.5,4.7,0.6
COCCN1C(=O)CCC1(C)c1nnnn1-c1ccc2ccccc2c1 (centres undefined),nt,nt,nt,-2.0,10.3,nt,3.5,nt,-0.6,nt,8.5
CCCCCCCCCC(=O)N[C@H](CN1CCOCC1)[C@H](O)c1ccccc1,-3.2,11.1,14.4,-7.3,-17.3,-21.5,-5.0,2.5,-0.4,8.2,8.0
Cc1c(C(=O)NCc2ccccc2CN2CCCC2)oc2ccc(F)cc12,5.9,3.7,-9.0,3.4,6.1,0.6,-3.6,6.8,14.4,4.9,-18.1
Cc1ccc(S(=O)(=O)N(C)C)cc1NC(=S)NCc1ccco1,2.3,-9.8,13.8,-0.1,-4.8,-14.5,2.1,17.6,-9.5,-1.3,1.7
C1=CC2CC1CC2CN1CCN(Cc2ccccc2)CC1 (centres undefined),1.6,6.4,9.3,7.8,-4.5,13.4,-4.3,11.4,-21.3,-1.0,-5.7
COc1cccc(/C=N\NC(=O)Cn2nnc3ccccc32)c1O,-0.9,nt,-25.4,-1.7,-29.7,5.4,32.8,4.2,-7.7,-16.8,19.1
Cc1ccc(/C=N\NC(=O)C2CN(S(=O)(=O)c3ccccc3)CCN2S(=O)(=O)c2ccccc2)cc1 (centres undefined),-3.0,-3.2,0.8,0.4,-2.0,-1.9,-4.6,14.5,-1.7,3.0,3.0
Cc1ccc(C(OCC(O)CNC(CO)C(O)c2ccc([N+](=O)[O-])cc2)c2ccccc2)cc1 (centres undefined),-5.0,-2.2,-14.4,1.2,2.2,-4.4,8.6,0.0,0.8,24.2,-17.0
Fc1ccc(CSc2nncn2NC/C=C/c2ccccc2)cc1,2.2,-2.3,4.1,3.9,9.7,3.9,-3.4,13.4,-1.1,7.0,12.2
CC(C)[C@H](NC(=O)OC(C)(C)C)C(=O)N/N=C/c1cccc2nccnc12,-35.5,-4.2,-0.7,2.5,25.5,-7.7,9.8,-0.8,-4.5,-3.1,11.3
O=C(COC(=O)c1ccc(S(=O)(=O)Nc2ccccc2)cc1)NC1CCCC1,-6.4,-10.9,21.2,-1.4,5.0,-9.0,-4.1,-19.7,-3.6,7.3,-4.1
CN(C(=O)c1cnccn1)c1c(N)n(Cc2ccccc2)c(=O)[nH]c1=O,-6.9,-1.5,10.3,-13.6,0.5,3.8,16.2,0.9,-3.2,1.3,-7.2
CN(C)CCOc1cccc(Br)c1,1.1,0.4,0.2,8.1,0.2,-28.6,2.7,-8.0,8.6,-16.1,-1.8
N#Cc1cnn(-c2cccc(Cl)c2)c1N,-4.0,1.3,0.6,6.6,3.4,-7.2,-3.3,5.0,14.1,-12.2,-9.7
Cc1cc(C)c2nc(N(CCN(C)C)C(=O)/C=C/c3cccs3)sc2c1,-8.9,4.3,-52.6,2.9,16.3,5.9,23.0,5.6,6.4,-24.1,5.0
CCOc1ccc(N(CC(=O)NC2CCCCC2)C(=O)CNC(=O)c2ccco2)cc1,8.2,-1.7,-7.7,2.5,-5.2,-13.8,-6.3,-4.0,-5.9,-4.0,8.9
Cc1cc(=S)[nH]c2c(C)cccc12,12.5,3.8,-10.9,-0.1,13.7,10.8,-3.3,13.5,13.0,-11.6,3.1
CCC(C(=O)NCCc1c[nH]c2cc(OC)ccc12)c1ccccc1 (centres undefined),-3.7,-3.7,11.8,-5.4,-4.5,9.9,5.8,-2.8,4.0,-4.0,20.9
COc1ccc(-c2noc3c2-c2nc(C(C)C)sc2CC3)cc1,2.7,-3.4,7.2,2.5,-8.5,-18.5,-3.4,-12.2,8.8,-3.1,13.4

# The last 3 compounds of the part before come first, to join the parts.
SMILES,LMP1 NFkB inh,TLR9-MyD88 inh,TROY signal inh,NOD2 RIPK2 PPI,LRH-1 inv ag,SRC1 inh,C8 TRAIL sens,NCOA3 inh,SRC2 inh,TWEAK Fn14 block,NR2F2 inh
Cc1cc(=S)[nH]c2c(C)cccc12,12.5,3.8,-10.9,-0.1,13.7,10.8,-3.3,13.5,13.0,-11.6,3.1
CCC(C(=O)NCCc1c[nH]c2cc(OC)ccc12)c1ccccc1 (centres undefined),-3.7,-3.7,11.8,-5.4,-4.5,9.9,5.8,-2.8,4.0,-4.0,20.9
COc1ccc(-c2noc3c2-c2nc(C(C)C)sc2CC3)cc1,2.7,-3.4,7.2,2.5,-8.5,-18.5,-3.4,-12.2,8.8,-3.1,13.4
CCOc1ccc(-n2c(Cc3cc(=O)[nH]c(=O)[nH]3)nnc2SCc2cccnc2)cc1,-7.8,0.5,-8.7,2.8,10.6,4.5,-11.9,4.4,-14.8,-1.4,-19.5
CCOC(=O)C1=C(C(F)(F)F)Nc2ncnn2C1c1cc(OC)ccc1OC (centres undefined),4.8,-4.4,-1.3,-6.4,20.4,15.1,-8.9,1.7,2.2,5.1,21.1
CCOC(=O)/C=C1\CN(Cc2cc(OC)c(OC)c(OC)c2)S(=O)(=O)c2ccccc21,8.3,-16.0,19.4,-17.9,-2.1,8.3,10.4,12.6,-39.9,4.1,29.5
O=C(O)c1ccc(N/N=C/c2cccc3cccnc23)cc1,-18.3,1.1,-32.2,4.5,-115.1,-165.4,6.5,-69.5,-30.5,61.2*,-31.4
Cc1ccc(NC(=O)Cn2cnc3sc(C(=O)NCc4ccco4)c(C)c3c2=O)cc1Cl,0.5,-2.6,-13.0,1.6,-32.2,-8.7,13.7,5.6,5.1,11.7,10.0
O=C(CN1CCC(n2nnc3cc(F)ccc32)CC1)NCCc1ccccc1,-5.8,7.5,-1.7,4.4,3.6,-25.1,2.3,-24.5,-12.6,-25.8,-6.8
CCOc1ccccc1NC(=O)COC(=O)c1ccccc1SCC(=O)N1CCCC1,-6.8,5.8,-2.3,9.5,10.2,-3.1,8.1,21.9,5.0,-7.1,3.9
O=C(CCCCC(=O)Nc1ccccc1Cl)Nc1ccccc1Cl,-7.0,-2.9,-8.4,-1.1,10.1,-2.0,13.5,3.2,-12.9,13.9,-13.0
CCN(CC)C(=O)c1cc2c(=O)n3cccc(C)c3nc2s1,-5.4,-6.7,-18.1,5.6,-1.4,-12.2,-9.0,-23.8,-13.2,4.9,-46.6
N#Cc1nc(-c2ccccc2F)oc1NCCc1ccccc1,-10.6,2.4,-19.0,1.0,-19.1,-5.5,-0.3,-47.8,-40.8,-10.6,-33.3
O=C(NCc1ccccn1)[C@@H]1CCCN1C(=O)[C@@H]1CCCN1C(=O)c1cccc(Cl)c1,nt,nt,-0.3,-4.9,0.2,nt,4.2,nt,7.8,-1.4,4.8
O=C(NN1C(=O)C2C3C=CC(O3)C2C1=O)c1ccccc1 (centres undefined),1.1,-10.6,3.9,-0.1,-7.2,10.4,-7.2,-4.5,23.0,2.1,18.2
COC(=O)Nc1ccc(S(=O)(=O)N2CCCC(C(=O)NCC3CCCO3)C2)cc1 (centres undefined),-6.4,-6.3,3.9,-8.3,9.0,-4.9,4.1,8.1,6.0,13.9,2.6
CCOC(=O)c1[nH]c(C)c(C(=O)Nc2ccc(Cl)cc2)c1C,-28.0,6.7,7.8,-0.5,-22.4,-8.1,17.6,2.3,-6.1,11.2,-15.1
CC(=O)Nc1ccc(C(=O)N2CCCC(c3cc(C(=O)NCc4ccccc4)no3)C2)cc1 (centres undefined),nt,nt,-3.7,-5.3,-0.9,-26.9,-3.0,-23.2,6.6,1.9,-8.5
COc1ccc(-c2c(C)n([O-])c(C)c(-c3ccccc3)[n+]2=O)cc1OC,2.9,-8.0,-2.4,-4.0,-5.3,-2.8,-8.8,16.1,-2.2,2.7,-12.2
O=C(O)CCc1nn2c3ccccc3nc2n(CCN2CCCCC2)c1=O,-3.3,0.0,1.2,-10.2,5.7,-6.1,-13.4,5.6,-1.4,-0.9,-8.6
CC1(NC(=O)CCc2nc3ccccc3c(=O)[nH]2)CCS(=O)(=O)C1 (centres undefined),3.5,2.3,0.0,-3.6,2.8,-55.0,0.0,-1.1,-12.0,-1.4,-8.6
Cc1cc(NC(=O)c2noc3c2CCc2ccccc2-3)n(-c2ccccc2)n1,7.5,0.9,-15.2,10.6,22.6,-4.0,9.9,-19.1,-4.0,-29.6,0.1
O=C(COc1ccc(Cl)cc1Cl)NCCC1=CCCCC1,3.6,8.4,-5.0,-2.3,-2.1,0.7,-2.6,5.9,-11.6,-2.5,6.5
COc1ccc(Nc2cc(C(=O)NCCCN3CCOCC3)c3ccccc3n2)cc1OC,-16.6,7.3,-6.4,-6.4,-5.9,-2.2,9.9,3.7,-27.8,4.6,-15.9
FC(F)(F)c1cccc(Cn2nnnc2-c2ccc(Cl)cc2)c1,6.0,2.9,-12.6,2.1,-4.3,2.2,-1.1,6.5,-2.5,13.9,17.2
CCOC(=O)c1ccc(NC(=S)N(CCCN2CCCC2)Cc2ccco2)cc1,-22.0,-1.0,-7.8,-0.6,-31.6,-8.7,-5.2,2.5,4.3,-30.8,-7.0
COc1ccccc1CN1CC(C(=O)N(Cc2cnn(C)c2)C(C)C)CCC1=O (centres undefined),-0.5,1.8,-22.3,-2.1,10.6,-13.7,-9.1,-8.1,-21.7,5.9,-0.6
CC(=O)Nc1cccc(NC(=O)COC(=O)CO/N=C(\C)c2ccc3c(c2)OCO3)c1,0.0,9.5,-12.7,-1.7,-2.4,0.2,-1.1,11.0,-18.1,-5.3,-9.7
CN(C)c1ccc(C(C(=O)NCC2CCCO2)N(C(=O)c2snc(C(N)=O)c2N)c2ccccc2)cc1 (centres undefined),4.8,-0.9,3.2,-0.7,10.3,11.9,4.9,2.5,0.8,42.2,-5.8
NC(=O)c1cccc(-c2coc3c(C(=O)NCc4cccnc4)cccc23)c1,nt,nt,2.9,-12.5,15.0,-12.5,-8.2,-19.3,-2.3,17.7,-5.3
COc1ccc(NC(=O)C2C3C=CC4(O3)C2C(=O)N(CCN2CCCCC2)C4C(=O)NC2CCCCC2)cc1 (centres undefined),6.6,-5.9,-15.8,-9.0,-1.7,-25.5,-2.6,-13.3,-9.4,21.1,-3.9
